TbREL1 inh: TbREL1 RNA ligase inhibitors, primary screen, biochemical, FRET fluorescence; inhibition, % at 9.66 µM; hit rate 0.49% among 89,000; RNA-editing ligase 1, mitochondrial (Trypanosoma brucei brucei), P86926; AID 1117264, 2014; TbREL1 RNA ligation;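 active = inhibition above the mean inhibition across all screened compounds plus 3 SD, cut at about 11% in these data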;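 note: 0% = plate median of test wells and 100% = NSC42067 control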
Target sequence (P86926 whole entry, looked up): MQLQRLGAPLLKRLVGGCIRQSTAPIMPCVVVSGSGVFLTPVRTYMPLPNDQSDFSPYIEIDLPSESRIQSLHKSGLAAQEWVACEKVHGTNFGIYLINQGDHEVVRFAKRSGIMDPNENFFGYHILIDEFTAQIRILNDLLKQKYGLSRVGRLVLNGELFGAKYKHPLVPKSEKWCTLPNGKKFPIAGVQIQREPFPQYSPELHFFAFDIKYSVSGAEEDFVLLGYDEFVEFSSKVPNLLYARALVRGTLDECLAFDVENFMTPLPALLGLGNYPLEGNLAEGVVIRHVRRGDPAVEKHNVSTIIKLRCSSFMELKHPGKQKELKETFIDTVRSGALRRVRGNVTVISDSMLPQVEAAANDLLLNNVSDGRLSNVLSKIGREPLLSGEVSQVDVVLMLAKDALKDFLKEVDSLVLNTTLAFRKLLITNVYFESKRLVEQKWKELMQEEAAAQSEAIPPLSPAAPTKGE
The depositor's hits bear a star.

SMILES | TbREL1 inh
Cc1ccc(N2CCN(/N=C/C=C/c3ccccc3)CC2)cc1 | 5
CCC(C)Cn1cnc2c(Sc3c([N+](=O)[O-])ncn3C)nc(N)nc21 (stereo unspecified) | 3
Cc1ccc(NC(=O)COC(=O)CN2C(=O)NC3(CCCC3)C2=O)cc1S(=O)(=O)N(C)C | 0
CCOC(=O)c1cnc(-c2ccccc2)nc1N(C)C | -2
O=C1CCN(Cc2ccccc2)CCN1CCOc1ccccc1 | -4
Cc1cccc(OCCOc2ccc(/C=N/NC(=O)Cc3nnc(N)s3)cc2)c1 | 7
Cc1ccc(C(=O)C(C)OC(=O)c2ccccc2[N+](=O)[O-])cc1 (stereo unspecified) | 0
Cc1cc(C)c(Cn2ncn(-c3ccc(Br)cc3)c2=O)c(C)c1 | 2
CCN1CCN(CC(=O)N/N=C/c2cc(Br)cs2)CC1 | 6
Cc1cc(NC(=O)CCC(=O)N(c2ccccc2)C(C(=O)NCC2CCCO2)c2cccnc2)no1 (stereo unspecified) | -1
C#CCNC(=O)C[C@H]1C[C@@]2(C(=O)OC)C(=C[C@H](COCc3ccccc3)O[C@@H]2C)N(Cc2ccco2)C1=O | 3
O=C(O)c1cccc(S(=O)(=O)Nc2ccc(S(=O)(=O)N3CCOCC3)cc2)c1 | 2
CC(O)CCC(=O)NNC(=S)Nc1ccccc1 (stereo unspecified) | -4
CCc1cccc(NC(=O)CCS(=O)(=O)c2cccc3nonc23)c1 | 3
O=C(O)CCCCCNC(=O)c1ccncc1 | 0
O=C(CN(Cc1ccccc1F)S(=O)(=O)c1ccc(Cl)cc1)NCCCO | 4
COc1ccccc1C(=O)COC(=O)CN1C(=O)C2CC=CCC2C1=O (stereo unspecified) | -1
CN1CCN(CCCNC(=O)c2cc3c(-c4ccc(Cl)cc4)nn(C)c3s2)CC1 | 1
NC(=O)CC(NC(=O)Cc1ccc(Cl)cc1)c1ccc(NC2CCCCC2)c([N+](=O)[O-])c1 (stereo unspecified) | -2
Cc1nc2ccc(C(=O)N3CCN(C(=O)OCc4ccccc4)CC3)cc2n1C1CCCC1 | -6
COc1ccc(NC(=O)COc2ccc(-c3ccccc3)cc2)cc1 | -1
Cc1nnc(N2C(=O)c3cccc4cccc(c34)C2=O)s1 | 2
Cc1cc(C(=O)CN2C(=O)NC(c3ccccc3)(c3ccccc3)C2=O)c(C)n1Cc1ccccc1 | -2
COC(=O)c1ccc(CSc2n[nH]c(C)n2)o1 | 0
COCc1cccc(C2=CC(=O)C[C@H](c3ccc(OC)cc3)C2)c1 | 0
C=C1CCN([C@H](C(=O)OCc2cccc(C)c2)C(C)C)S(=O)(=O)c2ccccc21 | 0
CCc1ccc(OCC(=O)N(C)CCC#N)c(Br)c1 | 1
CCCCNC(=O)CSc1ccc(S(=O)(=O)N2CCOCC2)cn1 | -1
COc1cccc(C2CC(c3cccs3)Nc3ncnn32)c1 (stereo unspecified) | -1
COc1ccccc1NC(=O)Cc1csc(NC(=S)Nc2ccc(C)cc2)n1 | 1
COc1ccc(CCNC(=O)Cn2nnc(C(=O)Nc3cc(C)ccc3C)c2N)cc1OC | 0
CC1(C)CC(=O)C(N=Nc2ccc3ncsc3c2)=C(O)C1 | -5
CC(NC(=O)c1cccc(Cl)c1)C1CC2CCC1C2 (stereo unspecified) | 0
CCc1noc(C)c1C(=O)N1CCN(S(=O)(=O)c2ccc(C(C)C)cc2)CC1 | -2
COc1ccccc1CC(=O)Nc1ccc(OC)c(OC)c1 | 6
COc1ccc(Cl)cc1NC(=O)c1cccc(N2C(=O)C3CC=CCC3C2=O)c1 (stereo unspecified) | 2
CCOc1ccc(NC(=O)CN(c2ccc(OC)cc2)S(C)(=O)=O)cc1 | -3
CC(=O)C[C@H](O)CC(=O)[C@H]1OC(=O)CCCCCCCCc2ccccc21 | 2
COc1ccc(N2C(=O)NC(NS(=O)(=O)c3ccc(Cl)cc3)(C(F)(F)F)C2=O)cc1 (stereo unspecified) | -2
Cc1nn(-c2ccccc2)c2sc(C(=O)c3c(N)n(C)c(=O)n(C)c3=O)cc12 | 3

2 of the compounds above, as tab-separated lines:
canonical_smiles	TbREL1 inh
CCc1ccc(OCC(=O)N(C)CCC#N)c(Br)c1	1
COc1ccccc1NC(=O)Cc1csc(NC(=S)Nc2ccc(C)cc2)n1	1

Some values from the list:
For TbREL1 inh, Cc1cc(NC(=O)CCC(=O)N(c2ccccc2)C(C(=O)NCC2CCCO2)c2cccnc2)no1 (stereo unspecified) shows -1
For TbREL1 inh, NC(=O)CC(NC(=O)Cc1ccc(Cl)cc1)c1ccc(NC2CCCCC2)c([N+](=O)[O-])c1 (stereo unspecified) shows -2

Later entries
SMILES | TbREL1 inh
CN(c1ccc(C(=O)NCCSCc2ccccc2)cc1)S(=O)(=O)c1ccccc1 | -2
O=Cc1cn(-c2ccccc2)nc1-c1cc2ccccc2oc1=O | 6
CCOc1ccccc1NC(=O)CSc1nc(=O)n(CCN2CCOCC2)c2c1CCCC2 | 1
Cc1ccc(S(=O)(=O)N2CCN(C(=O)CN(Cc3ccco3)Cc3cccs3)CC2)cc1 | 0
CCn1c2ccccc2c2cc(NC(=O)CNCC3CCCO3)ccc21 (stereo unspecified) | 0
CC(=O)c1cccc(S(=O)(=O)NCCCN2CCOCC2)c1 | -2
O=C1c2ccccc2C(=O)N1CCCCN(C(=O)c1cc2ccccc2oc1=O)c1ccc(F)cc1F | -4
CCCCn1c(N)c(N(CCOC)C(=O)C2CCN(C(=O)c3ccc(F)cc3)CC2)c(=O)[nH]c1=O | 5
C#CCOCCOCCOCCNc1nc(N2CCN(C(=O)[C@H]([C@@H](C)CC)n3cc(CCCCN)nn3)CC2)nc(N2CCN(C(=O)[C@H](C)n3cc(CCC(=O)O)nn3)CC2)n1 | 7
COc1nnc(-c2ccccc2)s1 | -3
CC1CCCCN1C(=O)CCS(=O)(=O)c1cccc2nonc12 (stereo unspecified) | 7
Cc1ccc(C)c(C(C)NC(=O)C2CC=CCC2C(=O)O)c1 (stereo unspecified) | 1
Cc1ccc(NCCCCO)cc1C | 3
O=C(Nc1ccc(Cl)c(Cl)c1)Nc1cc(S(=O)(=O)N2CCOCC2)ccc1N1CCCC1 | 0
Cc1cc(C)cc(N(CC(=O)NC2CCC(C)CC2)S(=O)(=O)c2ccc(C)c(C)c2)c1 (stereo unspecified) | 4
CN(C)S(=O)(=O)c1cccc(C(=O)NC2CCSc3ccccc32)c1 (stereo unspecified) | 2
COc1cc(OC)cc(C(=O)N2CCN(S(=O)(=O)c3ccc(Cl)s3)CC2)c1 | 5
O=C(CN1CCN(S(=O)(=O)c2cccc(Br)c2)CC1)N1CCCCC1 | 3
O=C(Cc1ccc(Cl)c(Cl)c1)Nc1ccccc1N1CCCC1 | -8
Cc1ccc2nc(CN(C)C(=O)[C@@H](Cc3ccccc3)NC(=O)[C@H]3O[C@@H](n4ccc(=O)[nH]c4=O)[C@H](O)[C@@H]3O)[nH]c2c1 | 6
NC(=O)c1ccccc1NC(=O)CN1CCOCC1 | 1
CSc1nsc(N/N=C/c2ccc3c(c2)OCO3)c1C#N | -1
Cc1ccsc1C(=O)OCC(=O)Nc1c(C)n(C)n(-c2ccccc2)c1=O | 0
C=C1CCN([C@@H](Cc2ccccc2)C(=O)NCCC(C)C)S(=O)(=O)c2ccccc21 | -1
Cc1ccc(N=Nc2c(=O)[nH]n3c(C)cc(C)nc23)cc1 | 1
Cc1ccc(S(=O)(=O)N2C[C@H]3N(C(=O)OC(C)C)N(C(=O)OC(C)C)C[C@H](OC(=O)NC4CC4)[C@@]3(O)C2)cc1 | 0
O=C(OCC#CCSc1nnc(-c2ccco2)o1)c1ccc(F)cc1 | -2
CCn1ccnc1CNC(=O)C1CCC(=O)N(Cc2ccccc2F)C1 (stereo unspecified) | 1
COc1cc(-c2nc3ccc4ccccc4c3c3c2CCC3)cc(OC)c1O | 0
COc1ccc(CNC(=O)N2CCN(c3cccc(Cl)c3)CC2)cc1OC | -1
O=C(CC1S/C(=N/N=C/c2cccs2)NC1=O)Nc1ccc(Cl)c(Cl)c1 (stereo unspecified) | 3
Cc1c(CN2CCC(n3nccc3NC(=O)C3CC3)CC2)[nH]c2ccccc12 | -3
COc1cccc(-n2cc(CNCc3c(C(=O)N(C)C)nc4ccc(Cl)cn34)cn2)c1 | -2
C/C(CC(=O)Nc1cccc2c1CCCC2)=N\NC(=O)c1cccc2ccccc12 | -1
COc1ccc(C(=O)NCc2ccccc2OC)c(OC)c1 | 2
CC(C)NCC(O)Cn1c2c(c3ccccc31)CCc1c-2cnn1-c1ccccc1 (stereo unspecified) | -3
Oc1cc(NCc2ccc(Cl)cc2)cc2cccnc12 | 4
COC(=O)CN1C(=O)[C@@H]2[C@H](C1=O)[C@@H]1CC(C(=O)OC)=C[C@@H](C(=O)OC)[C@@H]3C1=C(C(=O)[C@]3(C)NC(=O)c1ccccc1)[C@@H]2C | -1
C[C@@H]1O[C@H](C2CCCC2)CC2=C1C(=O)OC(C)(C)O2 | 4
COc1ccc2c(C)cc(=O)[nH]c2c1 | 3

Three entries out of the list, ordered by heavy-atom count, low to high:
SMILES | TbREL1 inh
Cc1ccc(NCCCCO)cc1C | 3
CCc1ccc(OCC(=O)N(C)CCC#N)c(Br)c1 | 1
Cc1ccc(C)c(C(C)NC(=O)C2CC=CCC2C(=O)O)c1 (stereo unspecified) | 1

Remaining list, next part
SMILES | TbREL1 inh
CCc1nc(C)cn1S(=O)(=O)c1cc([N+](=O)[O-])ccc1Cl | 1
CCC(C(=O)OCC(=O)N(CCOC)c1c(N)n(Cc2ccccc2)c(=O)[nH]c1=O)c1ccccc1 (stereo unspecified) | 1
Cc1cccc(C(C#N)c2nc3ccccc3nc2C(F)(F)F)c1 (stereo unspecified) | 1
Cc1cccc(NC(=O)C(=O)NNC(=O)c2ccc(C(C)(C)C)cc2)c1 | -4
O=C(CC1CCCCC1)NCc1nc(-c2ccccc2)no1 | 0
Cc1c(C=NNc2ccccc2)[nH]c(=O)[nH]c1=O | -3
CC(=O)N1c2ccccc2[C@H](C)[C@H]1C | 0
Cc1ccccc1NC(=S)N(CCCN1CCCCC1)Cc1ccco1 | -2
Cc1[nH]c2ccccc2c1C(=O)C(=O)N1CCN(c2ccccc2F)CC1 | 0
CC(C)CNC(=O)C1(C)CCCN1Cc1ccc(S(C)(=O)=O)cc1 (stereo unspecified) | 10
Cc1noc(C)c1C(=O)Nc1nc(C23CC4CC(CC(C4)C2)C3)cs1 | 7
CCOC(=O)c1c(C)n(CCO)c2ccc(O)cc12 | -4
CC1(C(=O)NC2CCCCCC2)CCC(=O)N1Cc1ccc2c(c1)OCO2 (stereo unspecified) | 0
O=C(NCc1ccncc1)c1ccc(S(=O)(=O)Nc2ccccc2)cc1 | 0
O=C1C(=O)N(CNc2ccccn2)c2ccccc21 | 1
CC(=O)Nc1cccc2c1C(=O)N(c1ccccc1C)C2=O | 1
Cc1ccc(-n2nnnc2SCC(=O)c2c(N)n(CC(C)C)c(=O)n(C)c2=O)cc1 | -2
Cc1ccc(C(=O)NC(C)c2ccc(S(N)(=O)=O)cc2)s1 (stereo unspecified) | 1
CN1CC(c2ccc(C#N)cc2)C2(COc3ccccc3C2=O)C12C(=O)Nc1ccccc12 (stereo unspecified) | -1
Cc1ccccc1OCc1n[nH]c(=S)n1Cc1ccccc1 | -3

Structural class, the entries above containing a cyano group.
SMILES | TbREL1 inh
CCc1ccc(OCC(=O)N(C)CCC#N)c(Br)c1 | 1
CSc1nsc(N/N=C/c2ccc3c(c2)OCO3)c1C#N | -1
Cc1cccc(C(C#N)c2nc3ccccc3nc2C(F)(F)F)c1 (stereo unspecified) | 1
CN1CC(c2ccc(C#N)cc2)C2(COc3ccccc3C2=O)C12C(=O)Nc1ccccc12 (stereo unspecified) | -1

New compounds follow
SMILES | TbREL1 inh
CSCCC(NC(=O)c1ccccc1)C(=O)N1CCN(C(C)=O)CC1 (stereo unspecified) | -2
CC(C)C(=O)Nc1ccc2oc(-c3cc(F)c(F)cc3Cl)nc2c1 | -1
CCN(Cc1cc2cc(C)ccc2[nH]c1=O)S(=O)(=O)c1ccccc1 | 0
Cn1c(-c2ccc[nH]c2=O)nc2cc(Cl)ccc21 | -2
O=C(NCCCNC(=O)c1cnccn1)c1ccc(Cl)c(Cl)c1 | 4
Cn1c(=O)c2[nH]c(SCC(=O)NCCc3cccc(F)c3)nc2n(C)c1=O | 2
O=C(N[C@H](C(=O)N1CCC[C@H]1C(=O)NCc1ccccc1)c1ccccc1)c1ccc(Cl)c(Cl)c1 | 2
Cc1ccc(S(=O)(=O)N2CCN(S(=O)(=O)N(C)C)CC2)cc1 | -2
COC(=O)CCCC1=CC2=CC(=O)C(C)(OC(=O)c3cccs3)C(=O)C2=CN1CC(C)C (stereo unspecified) | -3
Cn1c(CCN2CCCCC2)nc2cc(NC(=O)NC3CCCCC3)ccc21 | -1
COc1ccc(OC)c(S(=O)(=O)Nc2ccc(OCC(=O)O)cc2)c1 | 6
CC(C)(C)C(=O)Nc1ccc(NC(=O)C(C)(C)C)cc1 | 0
Cc1ccc(S(=O)(=O)NCc2ccccc2)cc1C(=O)N(C)Cc1ccc(F)cc1 | -1
Cn1cc(NC(=O)OCc2ccc(Cl)cc2)c(C(F)(F)F)n1 | -3
CC(C)c1ccccc1NC(=O)CNC(C)c1ccc(F)cc1 (stereo unspecified) | 1
N=c1c(C(=O)NCc2ccccc2)cc2c(=O)n3ccccc3nc2n1CCCN1CCOCC1 | 0
O=C(CSc1nnc(SCc2cccc3ccccc23)s1)Nc1ccccc1-c1ccccc1 | 3
Cc1ccc(NC(=S)NNc2ncc(C(F)(F)F)cc2Cl)c(C)c1 | -5
Nc1cc(=O)[nH]c(SCC(=O)Nc2cccc(Cl)c2)n1 | 0
O=C(Nc1ccc(Cl)cc1)C1C2C=CC3(O2)C1C(=O)N(CCCN1CCCCC1)C3C(=O)NC1CCCCC1 (stereo unspecified) | -1
CC(C)Oc1ccc(N2CC(C(=O)Nc3ccc4c(c3)OCO4)CC2=O)cc1 (stereo unspecified) | 0
CCC1(C)Cc2c(sc3nnn(CC(=O)Nc4ccccc4C)c(=O)c23)CO1 (stereo unspecified) | 0
Cc1cc(N2CCCCCC2)nc2ccc(F)cc12 | 1

Screens (PubChem BioAssay)

This is a subset (hit frequency here may not be typical).
